Screening results: PubChem BioAssay, several laboratories
TNF necrop inh: blocks TNF-alpha induced death of Jurkat FADD-/- cells; Jurkat FADD-/- TNF necroptosis rescue, ATP luminescence, 24 h; 0 = TNF only, 100 = no-TNF cells; activation (protection from cell death), % at 10 µM; 0.068% of 220,000 active; AID 463075;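 active means activation, meaning protection from cell death, of at least 50% relative to plate controls; inactive means activation below 50%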;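 further: necroptosis triggered by 40 ng/mL TNF-alpha added together with compound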
eIF4E 4G PPI: inhibitors of eIF4E and eIF4G interaction in translation initiation; 0.37% of 220,000 active; AID 782; P63073+Q04637; inhibition, % at 21.7 µM; TR-FRET eIF4E-eIF4GI(517-606) binding, 2 h;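 active means inhibition above about 30%, limit read from the data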;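 further: 0% = full FRET control wells and 100% = background wells lacking eIF4GI fragment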
Rad51 HR inh: Rad51 (human) homologous recombination inhibition; Q06609; hRad51 DNA strand exchange, fluorescence dequenching; inhibition, % at 10 µM; 0.085% of 200,000 active;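 active means inhibition above 40% at the single screening dose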;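 further: 0% = DMSO control wells and 100% = blanks with heterologous ssDNA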
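material = hRad51 filaments on single-stranded DNA | timing = filaments 15 min 37 °C, then compound 30 min | signal = FRET fluorescence dequenching, excitation 485 nm, emission 520 nm | benchmarks = control wells and blank wells on each plate | evaluation = percent inhibition relative to plate controls and blanks | compound = 10 µM final, single point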
PERK inh: inhibitors of human PERK kinase; Q9NZJ5; CHO PERK-DD fusion, SEAP luminescence translation reporter; inhibition, % at 5.6 µM; 0.17% of 220,000 active;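 active means inhibition above the mean inhibition of all tested compounds plus 3 SD, set separately per screening campaign, cut at about 2.9% in these data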;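 further: PERK kinase domain activated by AP20187 dimerizer at 100 nM; 0% = DMSO with dimerizer and 100% = rapamycin at 8.4 µM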
Mdm2 ligase inh: inhibitors of human Mdm2 E3 ubiquitin ligase; signal enhancement, % at 5 µM; 0.11% of 210,000 active; cell-based MDM2 ubiquitination luciferase reporter, 2 h; 0 = plate control, 100 = twice control, blank-subtracted;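 active means signal enhancement of 30% or more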;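 further: luminescence tracks abundance of the self-degrading MDM2-luciferase fusion protein; higher signal means inhibition of MDM2 E3 ligase activity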
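Material: Stable MDM2–luciferase fusion reporter cells | Amount: 2000 cells seeded into each well | Dosing: One concentration, 5 µM, with 0.2% DMSO | Incubation: 4 h cell settling then 2 h compound exposure, 37 °C | Measured by: Luciferase luminescence | Read-out basis: % enhancement relative to plate controls after blank subtraction | Benchmarks: Control and blank well means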
EBV gp42 block: blocks Epstein-Barr virus glycoprotein 42 binding. Q1HVG2. Fluorescence polarization binding assay, mP read-out. inhibition, % (tested at 21.74 µM). 0.42% of 220,000 active. AID 1085; in the data active means inhibition above about 50%
zVAD death inh: L929 zVAD cell death inhibition; L929 zVAD necroptosis rescue, ATP luminescence, 24 h; with zVAD 60 µM; viability rescue, % at 10 µM; 0.38% of 220,000 active; AID 1377;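 active means activation, scaled between plate controls, above about 75%, limit read from the data; inactive means activation under that limit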;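 further: 0% = zVAD with DMSO and 100% = DMSO alone without zVAD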
Cl transport mod: modulates chloride dependent transport by human KCC2 | 2.2% of 190,000 active | Q9H2X9 | KCC2 cells, thallium flux FluoZin-2 fluorescence | B-score of Tl+ flux slope (higher = more flux/activation; lower = inhibition) at 10 µM | AID 1456;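 active means thallium flux slope and its plate-corrected score both differing from the plate sample mean at a set confidence after two filtering rounds, in either direction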;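 further: slope of fluorescence scaled to starting intensity during 10 to 20 s after thallium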
Target sequence (Q9H2X9 whole entry, looked up): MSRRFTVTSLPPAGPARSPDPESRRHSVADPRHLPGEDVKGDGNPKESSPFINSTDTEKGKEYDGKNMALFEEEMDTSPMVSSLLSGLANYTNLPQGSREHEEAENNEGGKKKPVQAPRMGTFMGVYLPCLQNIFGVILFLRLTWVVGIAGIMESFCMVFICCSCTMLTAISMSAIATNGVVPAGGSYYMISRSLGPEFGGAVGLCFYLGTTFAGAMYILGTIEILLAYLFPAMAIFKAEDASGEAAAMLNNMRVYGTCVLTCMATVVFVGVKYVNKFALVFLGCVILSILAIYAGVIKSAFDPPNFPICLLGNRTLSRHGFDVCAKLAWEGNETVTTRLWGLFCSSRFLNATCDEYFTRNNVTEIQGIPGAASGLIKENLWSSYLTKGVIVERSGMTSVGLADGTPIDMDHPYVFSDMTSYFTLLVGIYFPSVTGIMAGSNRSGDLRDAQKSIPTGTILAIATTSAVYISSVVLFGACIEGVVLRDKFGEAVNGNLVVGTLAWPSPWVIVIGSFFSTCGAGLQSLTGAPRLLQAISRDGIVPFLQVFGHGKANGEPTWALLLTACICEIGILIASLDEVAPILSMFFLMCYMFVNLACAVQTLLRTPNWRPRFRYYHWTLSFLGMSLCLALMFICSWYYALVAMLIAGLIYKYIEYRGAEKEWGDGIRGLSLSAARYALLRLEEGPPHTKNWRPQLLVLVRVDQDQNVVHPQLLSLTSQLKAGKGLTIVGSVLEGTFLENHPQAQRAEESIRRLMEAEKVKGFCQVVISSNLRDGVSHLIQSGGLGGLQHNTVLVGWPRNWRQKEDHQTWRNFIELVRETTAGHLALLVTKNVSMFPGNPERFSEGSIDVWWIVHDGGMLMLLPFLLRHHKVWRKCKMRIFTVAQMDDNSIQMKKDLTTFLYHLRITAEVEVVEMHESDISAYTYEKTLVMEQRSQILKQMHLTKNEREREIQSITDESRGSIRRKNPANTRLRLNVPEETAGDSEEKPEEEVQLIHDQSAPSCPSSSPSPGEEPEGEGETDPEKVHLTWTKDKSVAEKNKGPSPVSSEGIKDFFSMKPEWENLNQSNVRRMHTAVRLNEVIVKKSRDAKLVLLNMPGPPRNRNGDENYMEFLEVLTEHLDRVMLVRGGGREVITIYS
Calpain2 inh: inhibitors of pig calpain II. purified calpain II, fluorogenic peptide substrate, 30 min. inhibition, % at 16 µM. 0.37% of 220,000 active. AID 1236;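 active means inhibition above about 50%, limit read from the data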
Active calls of the source: *; nt = not tested or not shown; [ ] = another dose, or the depositor's remark.

SMILES	TNF necrop inh	eIF4E 4G PPI	Rad51 HR inh	PERK inh	Mdm2 ligase inh	EBV gp42 block	zVAD death inh	Cl transport mod	Calpain2 inh
O=C(OCCN=C1NS(=O)(=O)c2ccccc21)c1cccs1	0.2	1.7	2.0	0.7	-10.3	-21.6	0.2	-0.758	23.1
CC(=O)Nc1ccc(-c2csc(NC=C3C(=O)OC(C)(C)OC3=O)n2)cc1	1.7	-4.4	20.7	2.1	-3.8	-11.5	0.7	0.0921	16.4
CCOC(=O)COc1ccccc1/C=N/O	1.5	3.9[fluorescence artefact?]	6.3	0.8	-7.3	-18.7	-0.1	1.33	-3.5
Cc1ccc(OCCNS(=O)(=O)c2ccc(N3CCCC3=O)cc2)cc1	-1.7	2.2	-1.1	0.7	-10.5	-15.7	-0.5	-0.666	0.4
Cc1ccc(C(=O)NC(=S)NNS(=O)(=O)c2ccc(C)cc2)cc1	0.0	-33.8	11.3	-0.6	20.6	-8.2	-0.7	6.17*	24.8
COc1ccc(C(=O)Nc2nc(-c3ccc(S(=O)(=O)N4CCOCC4)cc3)cs2)cc1	-15.7	-152.8[fluorescence artefact?]	-14.1	-0.2	-20.6	-9.0	0.5	1.25	-385.1
CCOC(=O)C(C)Sc1nnc(NC(=O)c2ccc3c(c2)OCO3)s1 (stereo unspecified)	0.6	-1.6	-2.9	0.5	6.2	-1.0	0.6	-0.183	-8.4
CC(=O)c1nnn(-c2cccc([N+](=O)[O-])c2)c1C	0.8	1.8	-2.7	1.6	-27.0	-20.4	-1.6	0.832	-17.9
CC(C)CNC(=S)N1CCN(Cc2ccc3c(c2)OCO3)CC1	0.8	-3.2	4.0	0.2	-8.4	-14.2	1.1	nt	-15.2
Cc1cc(C)nc(Sc2ccc3nnnn3n2)n1	2.4	8.9[fluorescence artefact?]	3.7	0.6	-5.7	-12.7	0.1	-0.287	-12.4
Cc1nn(C(=O)c2ccc3c(c2)OCO3)c(N)c1-c1ccccc1	1.8	-2.9	0.6	0.0	-19.7	9.9	1.5	-1.4	-23.5
CCOc1ccc(NC(=O)N(CCN(C)C)C(C)c2ccncc2)cc1 (stereo unspecified)	1.2	-3.3	4.2	0.5	-11.5	-12.5	0.4	nt	-10.2
Cc1ccccc1-c1nc2ccccc2c(=O)n1C1CCS(=O)(=O)C1 (stereo unspecified)	-0.4	2.4[fluorescence artefact?]	8.4	-0.1	-3.0	-1.8	-0.5	nt	4.8
CNC(=S)N(Cc1ccc(OC)cc1)Cc1cc2cccc(C)c2[nH]c1=O	2.0	0.2	-3.8	-0.1	-7.3	-21.9	0.5	-1.91	-35.2
O=C(CN1C(=O)CC(c2ccccc2)=Nc2ccccc21)NC1CCCCC1	-0.5	5.7	1.6	-0.7	-18.3	-6.5	0.0	-1.55	13.3
CCN(CC)C(=O)CSc1nc(O)cc(=O)n1C	-0.5	-1.7	0.1	0.6	-9.2	-14.0	-0.3	0.361	-30.2
CCn1c(SCC(=O)N2CCN(c3ccccc3)CC2)nnc1-c1ccncc1	-0.5	-4.3	-0.7	0.2	-1.8	-35.9	0.0	0.564	-8.6
COC(=O)c1ccc(CSc2ccc3nnc(-c4ccc(OC)cc4)n3n2)o1	-1.1	-5.4	21.7	1.3	-6.4	7.8	-0.9	-2.73	-9.2
CS/C(=N\S(=O)(=O)c1cccs1)Nc1ccc(Cl)cc1	1.0	-2.0	-5.4	0.7	-7.0	4.2	2.1	-0.469	11.8
COCCCN1C(=O)C(=O)/C(=C(/O)c2ccc3c(c2)OCCO3)C1c1ccc(C(=O)OC)cc1 (stereo unspecified)	1.4	-0.8	-1.5	1.4	-4.0	2.9	2.4	nt	18.2
O=c1cc(N2CCOCC2)c2ccccc2o1	0.1	-2.1	-0.3	-0.5	-7.0	-4.5	0.3	nt	12.5
C#C[C@]1(O)CC[C@H]2[C@@H]3CCc4cc(O)ccc4[C@H]3CC[C@@]21C	-5.3	1.2	-1.5	1.1	nt	-5.4	16.3	-0.437	11.4
Cc1ccc(C)c(NC(=S)N2CCCCCC2)c1	-2.6	1.7	2.3	0.9	nt	-10.4	-0.1	0.437	-0.7
O=C(Nc1ccccc1)Nc1nnc(CSCc2ccccc2Cl)s1	4.4	-2.2	-1.9	0.7	-9.3	-0.2	1.9	0.746	19.7
COC(=O)CCC(=O)N1CCCC(CO)(Cc2ccccc2C)C1 (stereo unspecified)	0.5	-1.8	-2.8	0.6	-6.4	-13.0	0.6	-0.244	-11.1
COc1cc(-c2nc(-c3ccccc3)c(-c3ccc(F)cc3)[nH]2)cc2c1OCO2	2.4	1.2	-1.9	0.3	-4.2	-9.1	0.6	1.03	-55.6
Clc1ccccc1Nc1nnc(-c2ccncc2)s1	-10.3	-0.3	nt	-0.1	-57.5	-2.9	-1.6	-0.0189	-1.6
CCCCCCC1/C(=N/O)CCC1C(=O)OC (stereo unspecified)	-0.7	2.3	-0.7	1.7	-10.0	-1.5	-0.7	nt	17.3
O=C(COC(=O)c1c2c(nc3ccccc13)/C(=C/c1ccco1)CC2)NC1CCCC1	-0.7	22.6	-17.8	1.0	-13.1	83.4*	6.9	-0.00772	-83.0
COc1cccc(-c2nn(C)c3sc(C(=O)NCc4ccc5c(c4)OCO5)cc23)c1	2.1	-1.5	-0.5	-0.1	-22.1	9.0	3.0	-0.0492	-28.6
Cc1occc1-c1nnc(SCC(=O)NCc2ccc3c(c2)OCO3)n1CC(C)C	-1.9	23.4	-14.3	-0.9	-22.2	-14.7	-0.1	0.705	-9.4
O=S(=O)(c1ccccc1)N1CCC2(CC1)CO2	-0.7	1.5	nt	1.5	-5.2	-5.1	-0.2	nt	-22.0
CC(CCc1ccccc1)NC(=O)c1ccc(Cl)nc1 (stereo unspecified)	-0.4	-7.6	6.1	0.1	-12.2	-51.2	0.6	-0.428	10.4
CN(CCCNC(=O)CN1C(=O)CC(C)(C)S(=O)(=O)c2ccccc21)C1CCCCC1	0.0	-6.7[fluorescence artefact?]	nt	0.3	-4.0	-9.3	-0.8	1.12	-24.5
Cc1cc(-c2nnnn2-c2ccc(F)cc2)no1	3.3	1.6	3.0	0.4	-17.2	-1.3	0.2	0.078	5.6
Cc1ccc(S(=O)(=O)N2CC(O)CC2C(=O)OCC(=O)c2ccccc2Cl)cc1C (stereo unspecified)	-0.2	0.3	-2.5	0.0	-14.0	16.2	-0.3	-4.15*	12.6
COc1ccc(-c2cc(C(F)(F)F)nc(N3CCOCC3)n2)cc1	-0.8	3.4[fluorescence artefact?]	-1.0	1.2	-9.6	-8.7	0.5	nt	-30.9
CCN(CC)S(=O)(=O)c1cccc(C(=O)N[C@H](C(=O)Nc2nc3ccc(F)cc3s2)C(C)C)c1	5.0	4.5[fluorescence artefact?]	4.0	0.4	-13.7	-18.5	1.8	0.0114	-18.3
CC(C)(C)NC(=O)C1CC(=O)OC1(C)C (stereo unspecified)	-1.2	10.1	3.4	1.5	-29.0	-1.5	0.5	-0.59	13.7
CC(C)=CCN1CCN(CCC2=C(C)CCCC2(C)C)CC1CCO (stereo unspecified)	2.6	2.0	4.9	0.5	-8.1	-8.4	0.4	0.0771	-9.2
COc1ccccc1CC(=O)O/N=C(\N)c1ccccn1	0.7	2.4	1.4	2.0	-5.3	-1.3	-0.6	0.0128	-2.0
Cc1cccc(OCCCC(=O)Nc2ccc(Br)cc2)c1	-0.5	3.3	6.5	1.4	-2.5	2.2	0.3	nt	-22.9
CCC1(CC)Cc2ccccc2C(CC(=O)N2CCOCC2)=N1	-2.0	-2.0	-5.7	-0.4	-6.6	-9.4	-0.5	-0.0703	10.2
N#Cc1cccc(Cn2nnc(-c3ccccc3)n2)c1	-0.2	-8.2	-1.0	-0.1	1.6	4.6	-0.2	0.379	17.8
CCCCn1c(=O)cc(N2CCOCC2)[nH]c1=O	0.4	-1.8	-0.6	0.6	5.7	-5.2	-0.4	-0.595	-27.5

Compound profiles, from the list above. Screens in order: TNF necrop inh, eIF4E 4G PPI, Rad51 HR inh, PERK inh, Mdm2 ligase inh, EBV gp42 block, zVAD death inh, Cl transport mod, Calpain2 inh
Cc1cc(-c2nnnn2-c2ccc(F)cc2)no1 as listed: 3.3, 1.6, 3.0, 0.4, -17.2, -1.3, 0.2, 0.078, 5.6
O=C(COC(=O)c1c2c(nc3ccccc13)/C(=C/c1ccco1)CC2)NC1CCCC1 as listed: -0.7, 22.6, -17.8, 1.0, -13.1, 83.4*, 6.9, -0.00772, -83.0
COc1ccc(-c2cc(C(F)(F)F)nc(N3CCOCC3)n2)cc1 as listed: -0.8, 3.4[fluorescence artefact?], -1.0, 1.2, -9.6, -8.7, 0.5, nt, -30.9
CCOC(=O)COc1ccccc1/C=N/O as listed: 1.5, 3.9[fluorescence artefact?], 6.3, 0.8, -7.3, -18.7, -0.1, 1.33, -3.5
CC(=O)Nc1ccc(-c2csc(NC=C3C(=O)OC(C)(C)OC3=O)n2)cc1 as listed: 1.7, -4.4, 20.7, 2.1, -3.8, -11.5, 0.7, 0.0921, 16.4

Carrying on.
SMILES	TNF necrop inh	eIF4E 4G PPI	Rad51 HR inh	PERK inh	Mdm2 ligase inh	EBV gp42 block	zVAD death inh	Cl transport mod	Calpain2 inh
COc1cccc(NC(=O)C2CCCN(S(=O)(=O)c3ccc(-n4cnnn4)cc3)C2)c1 (stereo unspecified)	-1.4	5.2	8.8	0.8	-7.2	4.8	2.1	0.249	17.4
Cc1nc2ccc(NC(=O)c3sccc3C)cc2s1	0.0	0.5[fluorescence artefact?]	-4.0	-0.1	-24.1	-9.5	0.4	-0.899	-20.4
CCOC(=O)CN1C(=O)NC(C)(c2ccc(OC(F)F)cc2)C1=O (stereo unspecified)	0.1	1.0	3.4	0.4	-4.9	-26.4	0.7	-0.326	-18.4
O=[N+]([O-])c1ccc(Cl)c(/C=N/NC(=S)Nc2ccccc2)c1	-2.9	-0.2	10.8	1.2	14.7	-18.9	-0.5	-0.0119	1.8
O=c1cc(-c2ccccc2)nc2nc(-c3ccccc3)[nH]n12	-14.8	5.4	-9.5	0.4	-9.5	-16.9	0.8	-0.097	-11.8
S=C(NCc1ccco1)Nc1ccc(Cl)cc1Cl	0.2	-3.1	nt	0.1	5.8	-2.4	0.5	1.41	8.1
O=C(CSc1nnc(Nc2ccccc2)s1)Nc1cccnc1Cl	3.6	-0.2[fluorescence artefact?]	-3.0	0.2	-10.6	-8.6	1.0	0.858	14.6
